tim23-1 inh – tim23-1 yeast growth inhibition; S. cerevisiae tim23-1 growth, BacTiter-Glo luminescence, 24 h; AID 463212; hit rate 1.3% among 330,000; inhibition, % at 20 µM;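 active means growth inhibition of the mutant yeast at or above 50%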;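 further: temperature-sensitive mutant grown at 25 °C; plate controls were DMSO-treated mutant yeast for no effect and medium wells lacking yeast for full effect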
Jurkat NFkB inh – inhibitors of the PMA/ionomycin-induced NF-kB reporter in Jurkat cells; PMA/ionomycin-induced NF-kB luciferase reporter, luminescence; inhibition, % at 4 µM; hit rate 0.53% among 330,000; AID 435003; in the data active means inhibition above about 50%
Mdm2 MdmX PPI – inhibitors of human Mdm2/MdmX interaction | AID 485346 | SaOS-2 split-luciferase Mdm2/MdmX complementation, luminescence | inhibition, % at 8 µM | hit rate 3% among 330,000 | O15151+Q00987;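 active means inhibition of at least 50% at 8 µM in the primary screen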
Target sequence (O15151 whole entry, looked up): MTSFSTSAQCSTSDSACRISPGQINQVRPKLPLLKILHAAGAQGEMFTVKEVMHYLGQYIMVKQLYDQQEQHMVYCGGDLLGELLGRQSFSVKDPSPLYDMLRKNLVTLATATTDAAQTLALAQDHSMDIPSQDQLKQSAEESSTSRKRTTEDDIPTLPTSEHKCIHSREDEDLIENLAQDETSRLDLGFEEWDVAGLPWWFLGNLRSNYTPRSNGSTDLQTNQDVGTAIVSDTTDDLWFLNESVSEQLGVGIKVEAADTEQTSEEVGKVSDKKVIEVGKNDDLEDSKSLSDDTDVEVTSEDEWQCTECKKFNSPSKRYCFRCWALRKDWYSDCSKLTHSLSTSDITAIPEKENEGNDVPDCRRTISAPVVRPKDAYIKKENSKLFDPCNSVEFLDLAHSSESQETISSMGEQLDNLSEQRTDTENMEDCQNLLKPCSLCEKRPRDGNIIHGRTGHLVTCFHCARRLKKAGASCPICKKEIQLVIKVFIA
Target sequence (Q00987 whole entry, looked up): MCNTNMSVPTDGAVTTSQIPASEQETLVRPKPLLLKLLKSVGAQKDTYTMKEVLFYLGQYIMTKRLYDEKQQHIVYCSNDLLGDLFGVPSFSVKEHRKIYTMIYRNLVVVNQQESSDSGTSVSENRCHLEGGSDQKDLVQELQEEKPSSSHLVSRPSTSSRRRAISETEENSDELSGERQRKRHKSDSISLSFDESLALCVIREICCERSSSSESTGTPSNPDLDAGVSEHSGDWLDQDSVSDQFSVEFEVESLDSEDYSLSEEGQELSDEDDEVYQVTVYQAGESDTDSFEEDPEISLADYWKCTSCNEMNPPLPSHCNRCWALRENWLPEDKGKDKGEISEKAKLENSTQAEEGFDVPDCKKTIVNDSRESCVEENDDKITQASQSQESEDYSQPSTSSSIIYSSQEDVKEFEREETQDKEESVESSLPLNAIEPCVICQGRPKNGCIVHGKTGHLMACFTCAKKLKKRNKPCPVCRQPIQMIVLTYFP
TIM10 inh – TIM10 yeast growth inhibition; AID 463195; S. cerevisiae TIM10 strain growth, BacTiter-Glo luminescence, 24 h; hit rate 1.4% among 330,000; inhibition, % at 10 µM;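 active means inhibition of 40% or more at the single tested concentration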;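 further: wild-type TIM10 isogenic control strain grown at permissive 25 °C; 0% = DMSO yeast wells and 100% = minimal medium wells without yeast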
tim10-1 inh – tim10-1 yeast growth inhibition; hit rate 2.2% among 330,000; inhibition, % at 20 µM; S. cerevisiae tim10-1 ts strain growth, BacTiter-Glo, 24 h;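 active means inhibition of at least 40%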;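 further: mutant grown at 25 °C; 0% = DMSO wells with yeast and 100% = wells holding no yeast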
UPR XBP1 act – activators of adaptive arm of unfolded protein response (XBP1); activation, % at 20 µM; CHO-XBP1 luciferase reporter, IRE1-XBP1 UPR activation, luminescence; percent of tunicamycin response, DMSO as zero; hit rate 0.33% among 330,000;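 active means versus positive control, 20 µM dose yields 30% or more activation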;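 further: 100% = tunicamycin at 10 µg/mL and 0% = DMSO only wells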
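Material: CHO cell line with stable XBP1 luciferase reporter; schedule: 16-18 h cell attachment at 37 °C, then 6 h compound exposure; signal: glow luminescence from Steady-Glo reagent; medium: serum-containing F12 medium, 10% FBS; benchmarks: tunicamycin 10 µg/mL and vehicle-only wells; read-out: percent activation relative to tunicamycin reference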
UPR CHOP act – activators of apoptotic arm of unfolded protein response (CHOP); CHO-CHOP luciferase reporter, UPR activation, luminescence; percent of tunicamycin response over DMSO baseline; activation, % at 10 µM; hit rate 0.34% among 330,000;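 active means at 10 µM dose, activation of 40% or more, normalized to positive control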;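 further: 100% = tunicamycin at 10 µg/mL and 0% = DMSO alone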
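Test system: CHO CHOP reporter cells. Input: 500 CHO-CHOP cells per well. Medium: F12 with 10% FBS. Technique: luciferase luminescence. Measure: percent activation relative to tunicamycin control. Dosing: 10 µM compound, 0.5% DMSO. Timing: 16-18 h cell attachment, then 6 h compound exposure, 37 °C.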
697 NFkB inh – inhibitors of the PMA/ionomycin-induced NF-kB reporter in 697 B cells; 697 B-cell NF-kB luciferase reporter, 16 h; inhibition, % at 4 µM; hit rate 0.33% among 330,000; AID 435022; in the data active means inhibition above about 35%
Active calls of the source: *.

SMILES	tim23-1 inh	Jurkat NFkB inh	Mdm2 MdmX PPI	TIM10 inh	tim10-1 inh	UPR XBP1 act	UPR CHOP act	697 NFkB inh
Cc1ccc(C2=NN(C(=O)CSc3nccn3C)C(c3ccco3)C2)cc1 (stereo not drawn)	33	63*	65*	18	18	-8	0.5	8
Cc1ccc(O)c(NC(=O)C2=CC(c3ccco3)=NS(=O)(=O)N2C)c1	8	-1	5	-5	-7	-1	0.7	8
Cc1[nH]nc2c1C1(CCC3(CC1)OCCO3)C(C#N)=C(N)O2	18	-3	14	-1	9	-5	-2.1	15
O=C(Cc1ccc(-n2c(=O)[nH]c3ccsc3c2=O)cc1)NCc1cccnc1	6	-31	-8	-1	-11	0	2.7	-25
O=C(COc1ccc2c3c(c(=O)oc2c1)CCC3)N1CCCCC1	7	-39	0	10	14	-1	7.5	-24
COc1ccccc1NC(=O)N1CCC(NC(=O)C(Cc2ccccc2F)NC(C)=O)CC1 (stereo not drawn)	11	-2	12	12	-19	2	1.8	3
Cc1ccc(Oc2nc3ccccc3n3cccc23)cc1	26	2	21	12	14	1	0.4	-1
CCC(C)NCc1ccc(C(=O)OC)o1 (stereo not drawn)	2	-20	-17	-8	-3	-1	0.1	-10
COC(=O)c1cnc(Oc2ccc(NC(=O)NC(=O)c3ccccc3Cl)cc2)cc1C(F)(F)F	0	37	31	-19	7	3	4.5	-68
CCCCN(C(=O)c1cccc(S(=O)(=O)N2CCN(C)CC2)c1)c1c(N)n(CCCC)c(=O)[nH]c1=O	10	19	10	8	-3	1	0.7	0
COc1ccc(-c2ccc(SCc3cccnc3)nn2)cc1OC	9	6	17	3	-3	6	2.3	5
CCN(CC)CCCN1C(=O)C2C(C(=O)Nc3ccc(C(C)C)cc3)C3C=CC2(O3)C1C(=O)NC1CCCCC1 (stereo not drawn)	-7	-29	-1	10	-20	-5	1.6	-6
Cc1ccc(Oc2cc(NC(=O)CCCn3nc(C)c([N+](=O)[O-])c3C)cc([N+](=O)[O-])c2)cc1	30	-2	9	30	29	1	0.9	-20
CCC(Cc1ccccc1)NC(=O)Cn1cccc1C(=O)c1ccccc1 (stereo not drawn)	35	11	2	12	39	-1	1.8	3
Cc1ccc(CNC(=O)/C(C#N)=C\c2ccc(N(C)C)cc2)cc1	20	4	31	45*	45*	2	-0.6	-13
O=C(OCC(=O)N(C1CCCCC1)C1CCCCC1)c1ccc(Cl)nc1	12	3	13	12	12	-3	-0.8	18
COc1ccc(C2N(c3ccccc3)CCN2c2ccccc2)cc1O	10	-10	-17	-12	9	-2	-1.6	-19
CC(=O)c1c(C)[nH]c(C(=O)Nc2cc(S(=O)(=O)N(C)C)ccc2C)c1C	6	5	23	11	2	-1	-0.3	24
CC(=O)N/N=C(\N)c1nonc1N	-2	-5	4	-7	-8	-2	-0.9	-6
COC(=O)c1ccc2c(=O)n(CCN3CCOCC3)c(SCC(=O)NCc3ccccc3)nc2c1	8	-24	-16	4	-6	-1	-1.7	4
CC1(C)OC(=O)N(CC(=O)Nc2ccccc2)C1(C)O (stereo not drawn)	14	-19	-21	8	1	1	-1.2	-15
COc1ccc(CN2CCNC(=O)C2CC(=O)NCc2cccc(C)n2)c(OC)c1 (stereo not drawn)	6	2	7	-13	5	-5	-0.8	20
COc1cccc(-n2cnc3scc(-c4cccs4)c3c2=O)c1	52*	6	7	28	43*	-2	0.9	18
CCN(CC)c1ccc(NS(=O)(=O)c2ccc3c(c2)oc(=O)n3C)c(C)c1	7	5	-10	-2	10	-1	-1.1	-4
Cc1ccc(CSCCNC(=O)c2ccc(C)cc2)cc1	29	-3	21	-9	8	-5	-0.5	-7
COc1cc(CNCCc2c[nH]c3ccccc23)cc(Cl)c1OCC(N)=O	5	3	9	6	8	-2	-0.1	-7
NC1=NC(=Nc2cccc(Cl)c2)c2ccccc21	31	3	51*	24	9	-2	3.8	-26
Cc1cccc(NS(=O)(=O)c2cnc(Cl)c(Br)c2)n1	9	3	2	3	8	1	1.2	9
Cc1ccc(-n2c(CNc3ccc(F)cc3)nnc2SCC(=O)N2CCOCC2)cc1	4	-9	17	-10	1	0	-1.4	16
COc1cc2[nH]c(=O)n(CCCCCC(=O)NCCCN3CCCC3=O)c(=O)c2cc1OC	3	-1	15	-3	7	-4	-1.0	9
O=C1NCCSC1c1ccccc1 (stereo not drawn)	6	12	24	11	11	-5	1.2	10
CN=CC1=C(O)CC(C)(C)CC1=O	0	-16	6	-3	-4	-3	-4.0	25
CC(C)N(c1ccccc1)c1ccc(NC(=O)C2CCCO2)cc1 (stereo not drawn)	31	-1	7	31	25	0	-1.2	12
CC(Sc1nnnn1-c1ccc(Cl)cc1)C(=O)NCC(=O)Nc1ccc(F)c(F)c1F (stereo not drawn)	-2	21	-19	0	19	-3	0.9	-71
Clc1cccc(NCc2ccccc2)n1	7	1	-10	12	7	0	1.8	16
CC(=O)N1CCCC(N2CCN(c3cccc(C(F)(F)F)c3)CC2)C1 (stereo not drawn)	1	-15	-35	-4	-23	-3	0.2	-5
Cc1nc(SCC(=O)c2ccc(F)c(F)c2)[nH]c(=O)c1Oc1ccc(F)cc1	19	6	-20	15	20	3	0.4	15
Cc1ccc(OCc2nnc(SCc3cc(=O)[nH]c4ccccc34)n2-c2ccccc2)cc1	17	1	18	12	11	-1	9.7	-15
O=C(Nc1c[nH]c(=O)[nH]c1=O)c1cccc([N+](=O)[O-])c1	11	-2	12	7	-6	0	1.5	6
Cc1nnc2c(SC(C)C)nc3ccccc3n12	28	-9	38	-2	6	7	0.6	-4
Brc1ccc(-c2csc(N3CCc4ccccc4C3)n2)cc1	2	2	19	7	15	1	2.8	7
COc1cc(C(=O)NC(=S)N2CCN(C)CC2)cc(OC)c1OC	10	11	-7	-10	6	-2	-0.7	-1
COc1cccc(-c2ncc3ccccc3c2COC(=O)c2cccc(Br)c2)c1	-31	5	24	-47	-91	0	1.3	6
Nc1n[nH]c(C(F)(F)F)c1-c1ccccc1	2	9	-7	5	7	-2	-1.1	-13
Cc1cccc(N2CC(C(=O)Nc3cccc(S(=O)(=O)N4CCCCC4)c3)CC2=O)c1C (stereo not drawn)	13	16	10	3	-1	-4	0.2	-21
COc1cc(CCC(=O)Nc2cccc(C(F)(F)F)c2)cc(OC)c1OC	19	-8	-19	21	14	-1	0.5	1
CCCN1CCN(C(=O)C2CCN(c3nnc(C)c4c(C)n(-c5ccc(C)cc5)nc34)CC2)CC1	-9	9	36	9	5	0	1.7	2
COC(=O)/C(=N\Nc1ccccc1)Sc1nnc(-c2ccc(OC)cc2)n1C	2	-2	7	5	-1	-1	5.2	-5
Cn1nnc(NC(=O)C(c2ccccc2)c2ccccc2)n1	-13	1	5	-11	-2	6	0.8	3
COc1ccc(N2CCN(C(CNC(=O)C(C)(C)C)c3cccnc3)CC2)cc1 (stereo not drawn)	12	-4	-40	8	5	-2	0.0	7

Quoted at random: 2 records from the list
SMILES	tim23-1 inh	Jurkat NFkB inh	Mdm2 MdmX PPI	TIM10 inh	tim10-1 inh	UPR XBP1 act	UPR CHOP act	697 NFkB inh
Cc1cccc(N2CC(C(=O)Nc3cccc(S(=O)(=O)N4CCCCC4)c3)CC2=O)c1C (stereo not drawn)	13	16	10	3	-1	-4	0.2	-21
Cc1ccc(-n2c(CNc3ccc(F)cc3)nnc2SCC(=O)N2CCOCC2)cc1	4	-9	17	-10	1	0	-1.4	16

Compound profiles, from the list above. Screens in order: tim23-1 inh	Jurkat NFkB inh	Mdm2 MdmX PPI	TIM10 inh	tim10-1 inh	UPR XBP1 act	UPR CHOP act	697 NFkB inh
Brc1ccc(-c2csc(N3CCc4ccccc4C3)n2)cc1 in the list: 2	2	19	7	15	1	2.8	7
COc1cc(C(=O)NC(=S)N2CCN(C)CC2)cc(OC)c1OC in the list: 10	11	-7	-10	6	-2	-0.7	-1
Nc1n[nH]c(C(F)(F)F)c1-c1ccccc1 in the list: 2	9	-7	5	7	-2	-1.1	-13
COc1cc(CCC(=O)Nc2cccc(C(F)(F)F)c2)cc(OC)c1OC in the list: 19	-8	-19	21	14	-1	0.5	1

New compounds follow:
SMILES	tim23-1 inh	Jurkat NFkB inh	Mdm2 MdmX PPI	TIM10 inh	tim10-1 inh	UPR XBP1 act	UPR CHOP act	697 NFkB inh
COc1ccc(Oc2ccc(C(F)(F)F)cc2NC(=O)c2ccc(F)cc2)cc1	13	-6	14	7	14	-4	0.7	-2
COc1ccc(CNC(=O)CNC(c2ccccc2)c2ccccc2)cc1OC	12	16	22	3	10	-3	1.9	-8
NC(=S)N/N=C/c1ccccc1OCCSc1ccc(Cl)cc1	54*	-13	39	57*	43*	12	7.9	7
O=C(Nc1cccnc1)c1cccc([N+](=O)[O-])c1	20	10	-27	21	-7	-3	0.1	4
CCN(CC)C(=O)CSc1nc2ccccc2c(=O)n1CC1CCCCC1	25	-4	20	5	29	-3	-0.7	-4
CC1CN(c2ccc(NS(=O)(=O)c3ccccc3)cc2C(=O)O)CC(C)O1 (stereo not drawn)	2	-1	14	0	-17	4	-1.8	0
O=C(C1CCC(Cn2c(=O)[nH]c3ccccc3c2=O)CC1)N1CCN(c2ccccc2)CC1 (stereo not drawn)	3	-15	14	2	27	-2	-0.5	-1
O=C(Cn1nnc2ccccc2c1=O)N1CCOCC1	-9	6	-30	7	-3	-1	-0.1	6
O=c1c2ccc([N+](=O)[O-])cc2ncn1CCOc1ccccc1	27	-39	1	-1	27	0	2.7	3
CS(=O)(=O)c1ccc(Cl)c(NC(=O)CNC(=O)c2ccc3c(c2)OCO3)c1	13	3	37	-2	-5	1	0.5	0

A draw from above in order of length of the SMILES, rising.
SMILES	tim23-1 inh	Jurkat NFkB inh	Mdm2 MdmX PPI	TIM10 inh	tim10-1 inh	UPR XBP1 act	UPR CHOP act	697 NFkB inh
COc1ccc(-c2ccc(SCc3cccnc3)nn2)cc1OC	9	6	17	3	-3	6	2.3	5
Brc1ccc(-c2csc(N3CCc4ccccc4C3)n2)cc1	2	2	19	7	15	1	2.8	7
O=c1c2ccc([N+](=O)[O-])cc2ncn1CCOc1ccccc1	27	-39	1	-1	27	0	2.7	3
COc1ccc(Oc2ccc(C(F)(F)F)cc2NC(=O)c2ccc(F)cc2)cc1	13	-6	14	7	14	-4	0.7	-2

(cont.)
SMILES	tim23-1 inh	Jurkat NFkB inh	Mdm2 MdmX PPI	TIM10 inh	tim10-1 inh	UPR XBP1 act	UPR CHOP act	697 NFkB inh
COc1cc(/C=N/NC(=O)c2cc(-c3c(C)nn(-c4ccccc4)c3C)n[nH]2)ccc1O	21	-2	-50	-6	22	-3	-0.6	4
COc1ccc(OCCCC(=O)Nc2ccc3c(c2)OCO3)cc1	6	7	7	6	6	0	-0.9	13
Cc1ccc(OCC(=O)Nc2ccc(S(=O)(=O)Nc3cc(C)nc(C)n3)cc2)c(C)c1	6	-17	7	-1	3	0	1.3	14
CCOC(=O)C(NC(C)=O)(Nc1ccc(F)cc1)C(F)(F)F (stereo not drawn)	10	4	-2	-6	12	0	-0.1	-14
